SRC3 TRFRET art: TR-FRET detection interference compounds, artefact control for PPARgamma SRC-3 recruitment agonists, biochemical, TR-FRET ratio. TR-FRET ratio at 8 µM. hit rate 0.39% among 99,000. TR-FRET artefact counter-screen, PPARgamma/SRC-3 format; stronger effect = higher value; in the data active means TR-FRET ratio above about 2000; further: inactives centre near 1600
SRC1 TRFRET art: TR-FRET detection interference compounds, primary screen, artefact control for PPARgamma SRC-1 recruitment agonists, biochemical, TR-FRET emission ratio | TR-FRET detection artefact counter-screen; stronger effect = higher value | TR-FRET ratio at 8 µM | hit rate 0.34% among 99,000 | AID 1051, 2008; in the data active means TR-FRET ratio above about 2300; further: inactives centre near 1800
* hit, by the source's call; & = joins results of further samples. Some of the compounds tested; rates above refer to the full screens.

structure,SRC3 TRFRET art,SRC1 TRFRET art
CCOC(=O)c1cc[nH]c1C,1521,1734
N#CCC(=O)NNC(=S)NC(=O)C(c1ccccc1)c1ccccc1,1530,2140
O=C(NCCCN1CCCCCC1)C1CCCN(S(=O)(=O)c2cccc3nsnc23)C1 (centres undefined),1271,1647
CCN1CCN(Cc2c(O)ccc3c2O/C(=C\C=C\c2ccccc2)C3=O)CC1,1695,1834
O=C(COc1ccccc1/C=C\c1[nH]c(=O)[nH]c(=O)c1[N+](=O)[O-])Nc1ccccc1,1593,1666
O=C(COc1ccccc1)Nc1ccccc1Cl,1454,1807
CC(C)c1ccccc1NC(=O)COC(=O)C1(C)CC1(Cl)Cl (centres undefined),1507,1723
O=C(COC(=O)C1CC2C=CC1C2)NCc1ccc(F)cc1 (centres undefined),1659,1626
COc1ccc(NC(=O)c2sc(SC)nc2N)cc1,1581,2038
O=C1CC(NN2CCCCC2)C(=O)N1c1ccccc1 (centres undefined),1407,1784
O=[N+]([O-])c1ccc(-c2ccc(S(=O)(=O)NCCN3CCCC3)cc2)cc1,1424,1918
O=C(NCCCOc1cccc(CN2CCCCC2)c1)c1ccc(Cl)c(Cl)c1,1397,1686
N#Cc1c2c(c(NCCOCCO)n3c1nc1ccccc13)CCCC2,1474,1876
O=[N+]([O-])c1cc(C(F)(F)F)ccc1NCCCCNS(=O)(=O)c1ccc(Cl)cc1,1705,1617
CC(=O)Nc1ccc(S(=O)(=O)NCc2ccccn2)cc1,1513,1519

Following part:
structure,SRC3 TRFRET art,SRC1 TRFRET art
O=C(NC(=S)N(CCc1ccccc1)CCc1ccccc1)c1ccco1,1644,1880
O=C(COC(=O)c1ccc(O)cc1)Nc1cc(C(F)(F)F)ccc1Cl,1573,1769
O=C(CN1C(=O)c2cccc([N+](=O)[O-])c2C1=O)N1CCN(c2ccc(F)cc2)CC1,1304,1858
O=C(c1ccc(NC2=NC3CS(=O)(=O)CC3S2)cc1)N1CCN(C(=O)c2ccco2)CC1 (centres undefined),1571,2135
O=C(Nc1ccc(F)cc1F)NC1CC(=O)N(Cc2ccccc2)C1 (centres undefined),1534,1743
O=C(Cn1nc(C(F)(F)F)cc1C1CC1)Nc1ccccc1F,1604,1460
CCCCC(=O)N1CCN(c2ccc(OC)cc2[N+](=O)[O-])CC1,1567,1760
O=C(CSc1nc2ccc(Cl)cc2[nH]1)N1CCN(C(=O)c2ccco2)CC1,1611,1753
CC(=O)c1ccc(NS(=O)(=O)c2ccc(C(C)(C)C)cc2)cc1,1520,1645
COc1ccc(-n2c(=O)c3ccccc3c3ccccc3c2=O)cc1,1411,1343
COc1ccc2c([N+](=O)[O-])c(Cl)[nH]c2c1,1518,1808
CCOC(=O)Cc1c(Cl)c2ccccc2[nH]c1=O,1506,1899
CC(OC(=O)C12CC3CC(CC(O)(C3)C1)C2)C(N)=O (centres undefined),1293,1669
Cc1ccc(S(=O)(=O)N2CCN(c3nc(C)c4c(c3C#N)CC(C)(C)OC4)CC2)cc1,1702,1796
O=C(CCCN1C(=O)c2cccc3cccc(c23)C1=O)Nc1ccon1,1738,1814

Arranged by heavy-atom count (highest first): some entries from above.
structure,SRC3 TRFRET art,SRC1 TRFRET art
O=C(c1ccc(NC2=NC3CS(=O)(=O)CC3S2)cc1)N1CCN(C(=O)c2ccco2)CC1 (centres undefined),1571,2135
Cc1ccc(S(=O)(=O)N2CCN(c3nc(C)c4c(c3C#N)CC(C)(C)OC4)CC2)cc1,1702,1796
O=C(Nc1ccc(F)cc1F)NC1CC(=O)N(Cc2ccccc2)C1 (centres undefined),1534,1743

(more compounds)
structure,SRC3 TRFRET art,SRC1 TRFRET art
O=C1CCNc2ccc(-c3ccccc3)cc21,1518,1958
COP(=O)(CN(Cc1ccccc1)C(=S)Nc1c(C)cccc1C)OC,1503,1703
COC(=O)c1ccc(CN2CCN(Cc3ccccc3)C(CCO)C2)cc1 (centres undefined),1623,1847
CCN(C1CCCCC1)S(=O)(=O)c1ccc(S(=O)(=O)NCCc2ccncc2)cc1,1615,1945
COc1cc(CN(C)C)cc(C=O)c1O,1538,1776
CCN(CC)CCN(C(=O)c1cccc(N2C(=O)CCC2=O)c1)c1nc2cc3c(cc2s1)OCO3,1529,2023
C=CCn1cccc(C(=O)Nc2ccc(OCC)cc2)c1=O,1679,1698
COC(=O)Cn1c(=NC(=O)c2nc3ccccc3s2)sc2cc(S(N)(=O)=O)ccc21,1500,1670
Cc1ccc(S(=O)(=O)Cc2cc(-c3ccc(Cl)cc3)no2)cc1,1487,1917
O=C(CCNS(=O)(=O)c1ccc(Br)cc1)NCc1cccs1,1619,1941
CCCn1c(NC(=O)C23CC4CC(CC(O)(C4)C2)C3)nc2ccccc21,1285,1510
O=C(CNC(=S)N(CCCN1CCOCC1)Cc1cccs1)NCCN1CCOCC1,1503,1883
CCC(C)NC(=O)COC(=O)c1ccc(Cl)cc1O (centres undefined),1480,1832
O=C(COC(=O)c1ccccc1Nc1ccccc1)Nc1ccccc1,1366,1622
Cc1csc(NC(=O)CSc2ccc3nnc(CCNS(=O)(=O)c4ccccc4)n3n2)n1,1537,1847

Next part:
structure,SRC3 TRFRET art,SRC1 TRFRET art
CCOc1ccc2c(c1)C(C)=CC(C)(C)N2C(=O)Nc1ccccc1F,1649,1864
Cc1[nH]c(=O)c(C(=O)c2ccccc2O)cc1C(=O)O,1376,1846
Cc1cccc(-n2c(Cc3ccccc3)n[nH]c2=S)c1,1362,1607
O=C(O)c1ccc(N/N=C/c2ccc3ncccc3c2)cc1,1515,1753
O=C(CNC(=O)C(c1ccccc1)c1ccccc1)OCC(=O)c1cccs1,1545,1700
CC(C)(C)C(=O)NC(=S)Nc1ccc(Cl)c(C(=O)O)c1,1547,1667
COc1cccc(CNC(=O)CCC2CCCN(C(=O)c3csc(C(C)C)n3)C2)c1 (centres undefined),1509,1712
COc1cccc(NC(=O)Nc2cnccn2)c1,1584,1742
CO/N=C/CC(=O)c1cnc(-c2ccccc2)s1,1463,1717
CCNC(=O)NNC(=O)C1CC(c2cccs2)=NO1 (centres undefined),1500,1676
CCn1ccc(C(=O)N2CCOCC2)n1,1677,1781
O=C(Nc1ccc(-n2cnnn2)cc1)C(c1ccccc1)c1ccccc1,1582,1981
O=C(Nc1ccc(S(=O)(=O)NCc2cccnc2)cc1)c1ccccc1Cl,1587,1906
CN(C)CCNC(=O)c1cccc(S(=O)(=O)Nc2ccc(F)cc2)c1,1587,2119
O=C(CSc1nnc(-c2cccnc2)o1)Nc1ccc(Cl)cc1,1233,1572

Next part:
structure,SRC3 TRFRET art,SRC1 TRFRET art
CCOC(=O)c1c(NC(=O)/C=C/C(=O)O)sc(C)c1-c1ccc(C)c(C)c1,1833,2098
C=CCO/N=C(/C)c1ccc(Oc2cnccn2)cc1,1816,1782
COC(=O)Cc1c(C)nc2nc(-c3cccnc3)[nH]n2c1=O,1533,1798
Cc1ccc(/C=N/N2CCN(c3ccccn3)CC2)cc1,1555,1751
O=C(CSc1nc2nn(-c3ccccc3)c(=O)c-2c2n1CCCCC2)NCCc1ccccc1,1691,1697
COc1ccc(CCNC(=S)Nc2ccc(C)cc2C)cc1,1711,2091
C#CCOCCOCCOCCNc1nc(N2CCN(C(=O)C(CCC(=O)O)n3cc(C(N)CC(C)C)nn3)CC2)nc(N2CCN(C(=O)C(Cc3cc4ccccc4[nH]3)n3cc(C(N)Cc4ccc(O)cc4)nn3)CC2)n1 (centres undefined),1491,1563
O=C(OCC(=O)N1CCOCC1)c1c(Cl)ccc(Cl)c1Cl,1616,1766
CCNCC(=O)Nc1ccc(N2CCOCC2)cc1,1521,1920
CC(C)N=C(NS(=O)(=O)NC(=O)c1ccccc1)c1ccccc1,1651,1733
CC1CC(C)CN(CCC(=O)Nc2ccc3c(c2)CCC3)C1 (centres undefined),1739,1678
Cc1cc(C(=O)CN2C(=O)NC3(CCCCC3)C2=O)c(C)n1Cc1ccco1,1587,1588
CCCCNC(=O)Cn1cnc2ccc(S(=O)(=O)N3CCC(C)CC3)cc2c1=O,1640,1852
O=C(Cn1c2[n+](c3ccc(C(F)(F)F)cc31)CCCCC2)c1cccc([N+](=O)[O-])c1,1692,1387
Fc1ccc(Nc2nc(-c3ccncc3)nc3ccccc23)cc1F,1260,1563

Retrieved by compound from the list above (five):
structure,SRC3 TRFRET art,SRC1 TRFRET art
C#CCOCCOCCOCCNc1nc(N2CCN(C(=O)C(CCC(=O)O)n3cc(C(N)CC(C)C)nn3)CC2)nc(N2CCN(C(=O)C(Cc3cc4ccccc4[nH]3)n3cc(C(N)Cc4ccc(O)cc4)nn3)CC2)n1 (centres undefined),1491,1563
O=C(OCC(=O)N1CCOCC1)c1c(Cl)ccc(Cl)c1Cl,1616,1766
CCNCC(=O)Nc1ccc(N2CCOCC2)cc1,1521,1920
COC(=O)Cc1c(C)nc2nc(-c3cccnc3)[nH]n2c1=O,1533,1798
CC1CC(C)CN(CCC(=O)Nc2ccc3c(c2)CCC3)C1 (centres undefined),1739,1678

(more compounds)
structure,SRC3 TRFRET art,SRC1 TRFRET art
COc1ccc(C(=O)NN(C)c2nc(C(F)(F)F)nc3ccccc23)cc1,1592,1753
COc1ccc(OC)c(C(C)NC(=O)Nc2cccc(C(C)=O)c2)c1 (centres undefined),1642,1887
COc1cc(Cl)c(C)cc1NC(=O)COC(=O)c1cc[n+]([O-])cc1,1455,1654
COc1cc(OC)cc(C(=O)Nc2ccccc2-c2nnn(CC(N)=O)n2)c1,1650,2008
CC1CCC(NC(=O)c2ccc(CNc3c(NC4CCCCC4)c(=O)c3=O)cc2)CC1 (centres undefined),1648,1790
CCS(=O)(=O)c1ccc(Sc2nncn2C)c([N+](=O)[O-])c1,1538,1658
O=C(NCc1ccc(F)cc1)C(=O)NCC1OCCN1C(=O)c1cccs1 (centres undefined),1478,1742
CCN(C(=O)CSc1nnc(-c2ccccc2)n1C)C1CCS(=O)(=O)C1 (centres undefined),1623,1721
Cc1cc(Cl)ccc1C(=O)C1CCCN(C(=O)c2ccc3ncccc3c2)C1 (centres undefined),1533,1709
COc1ccc(NC(=O)CN2CCCN(S(=O)(=O)c3ccc(F)cc3)CC2)c(OC)c1,1663,1808
COC(=O)c1ccccc1NC(=O)N1CCN(S(C)(=O)=O)CC1,1469,1694
COc1cc(OC)c2c(=O)cc(-c3ccccc3)oc2c1,1899,1767
N#Cc1c(N)nc2c(c1-c1ccc(Br)s1)CCCC2,1418,1604
O=C(N/N=C/c1cc([N+](=O)[O-])ccc1O)NC12CC3CC(CC(C3)C1)C2,1408,1942
COc1cc(NS(=O)(=O)c2ccc(NC(=S)NC(=O)/C=C/c3ccc(OC)c(OC)c3)cc2)ncn1,1375,1885

Next section:
structure,SRC3 TRFRET art,SRC1 TRFRET art
O=P(Cc1ccccc1O)(c1ccccc1)c1ccccc1,1551,1807
Cc1cc(C(C)(C)C)oc1C(=O)O,1333,1840
COc1ccc(NS(=O)(=O)c2cc(NC(=O)Cc3cccs3)ccc2C)cc1,1599,1802
O=C(CNC(=O)c1ccco1)Nc1ccc(F)cc1,1451,1840
COCCNC(=O)C(c1ccc(OC)cc1)N(C(=O)Cn1nnc2ccccc21)c1cccnc1 (centres undefined),1877,1764
CCNC(=S)N=Nc1c(O)n(Cc2ccc(Cl)cc2)c2ccccc12,1708,1693
COc1cccc(CNCCO)c1OCc1ccccc1Cl,1414,1774
N#Cc1cccc(N=c2ssnc2Cl)c1,1586,1997
Cc1nc(-c2ccc(NS(=O)(=O)c3ccccc3)cc2)cs1,1558,2139
COc1ccc(CNCC(=O)Nc2sccc2C#N)cc1,1627,1937
Oc1c(C=C2N=c3ccccc3=N2)sc(=S)n1C1CCCCC1,1624&1491,1487&1481
COCCN1CCN(Cc2nc(C3(c4ccc(C)cc4)CCCC3)no2)CC1,1508,1790
Cc1ccc(N2CCN(S(=O)(=O)N3CCCCC3)CC2)cc1Cl,1479,1597
N=C(SC1CC(=O)N(c2ccc(F)cc2)C1=O)N1N=C(c2ccccc2)CC1c1ccccc1 (centres undefined),1442,1653
CN(C)c1ccc(C(=S)N2CCNCC2)cc1,1575,1540

Next section
structure,SRC3 TRFRET art,SRC1 TRFRET art
O=c1c(-c2ccccc2)c1-c1ccccc1,1591,2042
CN(C)CCSc1nnc2[nH]c3ccccc3c2n1,1507,1644
Cc1nn2c(-c3ccccc3)c(-c3ccccc3)nc2[nH]c1=O,1645,1713
Cc1cc(C)n(C(=O)CNC(=O)/C=C/c2ccccc2)n1,1436,1691
COc1coc(C(O)C[N+](=O)[O-])cc1=O (centres undefined),1759,1583
COc1ccc(O[C@H]2C=C[C@@H](c3ccccc3)O[C@@H]2CO/N=C(\C)CCC(=O)OC[C@H]2O[C@H](c3ccccc3)C=C[C@@H]2Oc2ccc(OC)cc2)cc1,1455,1688
COc1ccc(NC(=O)C2CCN(S(=O)(=O)c3cccnc3)CC2)cc1Cl,1725,1794
Cc1ccc(C(=O)NCC(=O)O)o1,1398,1472
Clc1ccc(Cn2ccc(C3CC3)n2)cc1,1433,1557
COc1ccc(-n2c(-c3ccc(Cl)cc3)c[n+]3c2CCc2ccccc2-3)cc1,1413,1580
NS(=O)(=O)c1ccc(NC(=O)C(Sc2ccccc2)c2ccccc2)cc1 (centres undefined),1432,1722
CCc1nc2ccc(C(=O)NCc3ccccc3)cc2nc1CC,1560,1566
CNC(=O)CS(=O)CC(=O)Nc1cc(OCCOC)c(Cl)cc1Cl (centres undefined),1580,1515
Cn1c(C(=O)N2CCN(c3cccc(C(F)(F)F)c3)CC2)cc2sccc21,1456,2061
CCCNC(=S)NNC(=O)c1cccs1,1676,1956
CCCCC(=O)N(Cc1ccc(-c2ccccc2-c2nn[nH]n2)cc1)[C@H](C(=O)O)C(C)C,1405,1816
Cc1ccc(S(=O)(=O)N2CCOCC2)cc1NC(=O)COC(=O)CNC(=O)c1ccc(Oc2ccccc2)cc1,1591,1755
c1ccc(CSCc2cn3ccccc3n2)cc1,1749,1915

Screens deposited in PubChem by The Scripps Research Institute Molecular Screening Center.
